Runt-CBFb FRET: Runt domain-CBFb interaction inhibition. Q01196+Q13951. Cerulean-Runt/Venus-CBFb FRET ratio 530/480, 1 h. inhibition, % at 20 µM. 220,000 compounds, 0.46% hits. AID 1496;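 active = inhibition over about 50% at 20 µM in the single-dose screen, limit read from the data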;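 also: 0% = DMSO wells and 100% = excess unlabeled CBFb competitor control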
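Measured by: fluorescence energy transfer, 422 nm excitation, 530/480 nm emission; Assay system: Cerulean-Runt domain; Medium: Tris pH 7.5 buffer with BSA; Measure: loss of energy transfer signal; Controls: 5 µM unlabeled CBFb as full-inhibition high control; Incubation: protein complex preformed 1 h, compound exposure 1 h, room temperature, dark.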
RBBP9 inhibitor: inhibitors of human serine hydrolase RBBP9; O75884; recombinant RBBP9, FP-Rh probe fluorescence polarization; inhibition, % at 7.94 µM; 220,000 compounds, 0.2% hits;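 active = inhibition above the campaign mean of all tested compounds plus 3 SD, cut at about 14% in these data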;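 also: plate controls were DMSO wells with RBBP9 for no effect and wells lacking RBBP9 protein for full effect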
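Test system: recombinant human RBBP9. Quantity: 2.5 µM RBBP9 dispensing solution, before mixing. Detection: FP readout at 525/598 nm. Reagent: Serine-hydrolase probe FP-Rh, 375 nM pre-mixing. Measure: % inhibition. Control set: DMSO-treated enzyme wells and wells lacking RBBP9. Buffer or medium: Tris-NaCl-Pluronic buffer, pH 8.0. Times: preincubation 30 min plus labeling 45 min at 25 °C.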
PERK inh: inhibitors of human PERK kinase; Q9NZJ5; CHO PERK-DD fusion, SEAP luminescence translation reporter; inhibition, % at 5.6 µM; 220,000 compounds, 0.17% hits; AID 1416;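 active = inhibition above the mean inhibition of all tested compounds plus 3 SD, set separately per screening campaign, cut at about 2.9% in these data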;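 also: PERK kinase domain activated by AP20187 dimerizer at 100 nM; 0% = DMSO with dimerizer and 100% = rapamycin at 8.4 µM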
TNF death inh: TNF-alpha cell death inhibition in Jurkat FADD-/- cells. Jurkat FADD-/- TNF necroptosis rescue, ATP luminescence, 24 h; 0 = TNF only, 100 = no-TNF cells. 220,000 compounds, 0.068% hits. activation (protection from cell death), % at 10 µM. AID 463075;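 active = activation, meaning protection from cell death, of at least 50% relative to plate controls; inactive = activation below 50%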;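 also: necroptosis triggered by 40 ng/mL TNF-alpha added together with compound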
EP2 mod: EP2 receptor (human) modulation; P43116; EP2-expressing cells, cAMP HTRF FRET, PGE2 co-stimulation; induction, % at 25 µM; 260,000 compounds, 0.83% hits; AID 940;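 active = compounds whose cAMP rise, as percent of the full-agonist control response, exceeds 60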;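 also: rat C6 glioma line stably carrying human EP2 under a CMV promoter; the protocol text gives 20 µM as final concentration; 100% = response of wells given 1 µM PGE2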
Target sequence (P43116 whole entry, looked up): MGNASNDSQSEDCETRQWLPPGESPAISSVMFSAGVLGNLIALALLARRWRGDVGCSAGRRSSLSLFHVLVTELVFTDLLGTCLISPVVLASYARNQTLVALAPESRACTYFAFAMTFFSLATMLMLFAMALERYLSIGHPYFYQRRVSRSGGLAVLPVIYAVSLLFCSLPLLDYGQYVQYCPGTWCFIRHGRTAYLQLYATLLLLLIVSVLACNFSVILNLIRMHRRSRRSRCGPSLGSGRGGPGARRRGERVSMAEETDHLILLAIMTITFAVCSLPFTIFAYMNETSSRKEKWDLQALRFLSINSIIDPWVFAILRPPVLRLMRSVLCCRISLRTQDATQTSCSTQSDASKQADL
Runt-SMMHC FRET: Runt domain-CBFb-SMMHC interaction inhibition. Cerulean-Runt/Venus-CBFb-SMMHC FRET ratio 530/480, 1 h. inhibition, % at 20 µM. 220,000 compounds, 0.74% hits;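 active = mean inhibition across duplicate retests at 20 µM reaching about 50%, limit read from the data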;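 also: 0% = DMSO wells and 100% = wells with excess untagged CBFb-SMMHC; inhibitors lower the FRET ratio by blocking Runt binding to CBFb-SMMHC; some results filed as inactive read as strong as hits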
Hck Nef HTS: human Hck-Nef kinase inhibition; P08631; Recombinant Hck-YEEI plus Nef, Z-Lyte FRET kinase assay; inhibition, % at 20 µM; 220,000 compounds, 0.68% hits; AID 463187;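 active = Hck-Nef kinase inhibition above about 50%, limit read from the data; inactive = inhibition below that limit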;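 also: 0% = DMSO with Hck plus Nef and 100% = Hck alone without Nef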
Target sequence (P08631 whole entry, looked up): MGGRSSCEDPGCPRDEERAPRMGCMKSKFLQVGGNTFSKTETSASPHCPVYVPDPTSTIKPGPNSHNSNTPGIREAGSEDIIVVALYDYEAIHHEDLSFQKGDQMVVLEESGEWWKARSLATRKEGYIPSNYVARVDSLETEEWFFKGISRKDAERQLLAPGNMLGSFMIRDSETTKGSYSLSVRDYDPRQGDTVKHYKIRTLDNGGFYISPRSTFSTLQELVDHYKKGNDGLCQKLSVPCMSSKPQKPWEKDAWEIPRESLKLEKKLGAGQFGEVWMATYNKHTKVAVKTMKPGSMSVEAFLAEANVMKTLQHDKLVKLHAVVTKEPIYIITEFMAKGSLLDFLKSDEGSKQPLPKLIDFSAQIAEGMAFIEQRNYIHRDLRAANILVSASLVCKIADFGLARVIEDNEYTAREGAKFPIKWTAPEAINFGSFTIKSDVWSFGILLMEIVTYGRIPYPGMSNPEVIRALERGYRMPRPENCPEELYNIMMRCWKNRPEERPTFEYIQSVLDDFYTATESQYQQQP
PGE2 EP2 inh: blocks the human prostaglandin E2 receptor EP2 | inhibition, % at 25 µM | 260,000 compounds, 0.52% hits | P43116 | C6 glioma cells expressing human EP2, cAMP TR-FRET; cells stimulated with saturating PGE2;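 active = percent inhibition above 40 after rounding to a whole number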;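 also: rat C6 glioma host cells with rolipram phosphodiesterase inhibitor present; the protocol text gives 20 µM as final concentration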
L929 necroptosis: L929 zVAD cell death inhibition. L929 zVAD necroptosis rescue, ATP luminescence, 24 h; with zVAD 60 µM. viability rescue, % at 10 µM. 220,000 compounds, 0.38% hits. AID 1377;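 active = activation, scaled between plate controls, above about 75%, limit read from the data; inactive = activation under that limit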;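 also: 0% = zVAD with DMSO and 100% = DMSO alone without zVAD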
An asterisk follows results filed as active; x = not tested or not shown; & = joins results of further samples. This is a subset (hit frequency here may not be typical).

structure	Runt-CBFb FRET	RBBP9 inhibitor	PERK inh	TNF death inh	EP2 mod	Runt-SMMHC FRET	Hck Nef HTS	PGE2 EP2 inh	L929 necroptosis
NC(=O)C1CC(=O)N(c2ccc(OCc3ccccc3Cl)cc2)C1 (stereo not given)	-2.6	-8.8	0.9	0.3	-10.9	2.1	12.3	3.6	2.4
O=C(CSc1nnc(COc2ccccc2)n1-c1ccccc1)c1cccs1	-2.2	-13.2	-1.4	0.7	20.1	-0.4	-8.1	11.1	-1.2
N#C/C(=C\Nc1ccc(F)c(Cl)c1)C(=O)C1CC1	1.8	-6.5	2.4	4.3	-21.6	-2.4	14.2	7.3	0.6
CC(=O)Nc1ccc2nc(SCC(=O)O)sc2c1	-2.8	6.2	1.6	0.7	38.0&2.5	-5.9	0.7	14.0&11.6	-0.2
C/C(=N\N=c1/sc2ccccc2n1C)c1ccc(N2CCOCC2)cc1	-0.5	-2.5	0.4	0.7	-62.0	2.1	18.0	8.6	2.5
CC(C)c1ccc(OCc2ccc(C(=O)NN3CCN(C)CC3)o2)cc1	3.1	0.7	0.1	-0.2	-13.6	-2.2	-5.3	0.2	-0.9
C=CCc1cccc2cc(C(=O)Nc3ccc(NC(C)=O)cc3)c(=O)oc12	x	-7.5	0.1	-0.6	-11.1	x	35.3	0.5	0.1
CCOC(=O)C1CCN(c2ncnc3c2c(-c2ccccc2)cn3-c2ccccc2)CC1	-4.7	-0.2	1.5	0.1	28.3	-2.5	19.1	5.9	-0.5
CC(C)CCNC(=O)CNC(=O)c1cccs1	0.2	-2.6	0.1	1.8	5.2	-3.6	10.7	9.4	0.8
CCn1c(=O)cc(OCC(=O)Nc2nc(C)cs2)c2ccccc21	2.1	1.7	0.9	0.1	1.8	1.8	17.0	16.8	3.0
COc1cccc(N2CCN(C(=O)CN(C)S(=O)(=O)c3ccc4c(c3)c(=O)n(C)c(=O)n4C)CC2)c1	-1.6	-0.7	0.0	-1.0	-11.4	0.1	19.4	7.4	2.3
COc1cc(OC)cc(C(=O)NCC(=O)N2CCCCC2)c1	-2.8	-4.4	0.8	-1.8	10.2	-1.9	2.7	8.8	-0.1

Copied from the list.
Entry of N#C/C(=C\Nc1ccc(F)c(Cl)c1)C(=O)C1CC1 in PGE2 EP2 inh: 7.3
Entry of CC(C)CCNC(=O)CNC(=O)c1cccs1 in PERK inh: 0.1

Additional entries:
structure	Runt-CBFb FRET	RBBP9 inhibitor	PERK inh	TNF death inh	EP2 mod	Runt-SMMHC FRET	Hck Nef HTS	PGE2 EP2 inh	L929 necroptosis
CC(NC(=O)CSc1nc2ccccc2c(=O)n1CCCO)c1ccccc1 (stereo not given)	-3.5	3.9	0.9	-0.5	14.4	0.6	8.6	14.7	-0.4
CC(C)(O)C(=O)NN(C(=O)c1ccccc1)c1ccc2ccccc2c1	1.0	-1.1	0.1	-0.5	17.1	0.3	-0.3	10.9	-0.2
COc1cccc(/C=C/C(=O)c2cccc([N+](=O)[O-])c2)c1OC	1.3	2.4	-0.1	-5.2	3.6	-0.8	-75.2	4.0	0.0
CCCCNC(=O)c1ccc(NC(C)=O)c(Cl)c1	1.4	-4.2	0.2	0.0	-9.5	-0.2	-4.1	6.9	0.0
C=CCn1c(SCC(=O)Nc2nnc(CC)s2)nnc1-c1ccncc1	5.5	-3.0	1.9	0.7	-10.0	-3.4	-3.1	5.7	0.4
CCCc1c(C)c2cccc(C)c2[nH]c1=O	-1.4	-6.4	-0.4	-4.8	28.1	-0.8	2.8	7.3	0.9
O=P(O)(O)C(O)C(F)(F)C(F)(F)C(F)(F)C(F)F (stereo not given)	0.3	1.9	1.2	-0.5	24.0	-5.1	1.5	3.9	0.0
O=C(CCN1C(=O)C2C3C=CC(C4CC34)C2C1=O)Oc1cccc2cccnc12 (stereo not given)	13.3	-7.8	1.2	-1.6	-5.3	3.8	1.8	19.2	0.2
Cc1sc(NC(=O)Cn2cnnn2)nc1-c1ccc(Cl)cc1	0.9	-3.2	0.7	-1.0	8.0	-0.3	19.4	2.4	1.1
COc1ccc(NC(=O)COC(=O)Cn2cnc3ccccc3c2=O)cc1OC	1.9	-1.8	0.6	0.3	-20.9	2.2	14.7	1.4	0.1
CCC(=O)N1CCCc2cc(S(=O)(=O)N3CCN(c4ccccc4F)CC3)ccc21	0.0	-7.0	-0.6	-5.3	-53.7	-4.9	4.7	x	0.6
COC(=O)c1scc(C)c1-n1ccc(C(=O)C(=O)N(C)C)c1	0.7	-3.0	0.7	0.3	21.4	6.2	14.2	-1.0	0.4
CCCc1cc(=O)n2[nH]c(C)nc2n1	1.0	-2.0	0.7	0.4	6.1	-3.5	3.7	11.3	1.2
CCCCCc1ccc(OCCCC[n+]2ccccc2)c(CCCCC)c1	-1.2	-1.4	0.4	-12.6	5.2	-2.8	24.5	5.2	1.5
COc1ccc(CNC(=S)Nc2cccc(C)c2C)cc1	-0.7	-9.5	-0.3	-8.4	3.0	1.8	0.8	9.6	-0.6
CC(C)n1c(=O)[nH]c2ccccc21	1.3	1.4	0.8	-0.5	24.4	2.4	0.3	11.0	-0.8
COC(=O)CN1C(=S)N(c2ccc(Cl)cc2)C(=O)C1CC(=O)Nc1ccc(F)cc1 (stereo not given)	1.3	-9.9	-0.5	2.0	3.2	-3.4	-1.2	2.7	-0.3
COc1ccc(S(=O)(=O)c2c(N)n(Cc3ccco3)c3nc4ccccc4nc23)cc1	29.5	-4.5	-0.1	-10.2	33.9	34.6	28.0	4.2	-0.1
COC(=O)CSc1cc(C(=O)c2nccn2C)c2ccccc2n1	-1.2	-6.1	1.9	-4.5	37.7	-2.5	2.5	9.4	0.2
CC1(C)Cc2nc(Cl)c(C#N)cc2CO1	1.7	-10.5	1.3	-1.1	16.2	3.4	10.3	7.5	-0.1
CN(C)c1ccc(NC2=C(Cl)C(=O)c3ccccc3C2=O)cc1	5.7	3.4	0.5	-12.5	-58.1	4.0	8.0	26.3	-2.5
CCOC(=O)C1=C(C)NC(c2cccs2)C(=O)N1 (stereo not given)	-2.0	0.9	0.8	0.3	22.3	1.9	-3.0	0.6	-0.2
CC(=O)Nc1cccc(OCC(=O)Nc2ccc(F)cc2)c1	-0.3	-8.1	-0.3	0.6	-19.3	1.4	-0.4	x	-0.2
COc1ccccc1-n1cnnc1SCC(=O)c1c[nH]c2ccccc12	1.2	1.0	-0.5	2.0	-27.1	-3.9	3.4	6.5	0.4
CC(/C=N/NC(=O)CCn1nnc2ccccc21)=C\c1ccccc1	-1.3	-6.0	0.4	1.8	-14.2	-2.4	2.1	11.6	2.4
O=C(/C=C/c1cn(-c2ccccc2)nc1-c1ccc2c(c1)OCCO2)NCCCN1CCOCC1	0.9	-10.7	0.8	-0.1	-58.6	-3.6	22.1	3.4	0.2
CCCCCCCCOC(=O)/C=C/c1c(C)[nH]c(=O)[nH]c1=O	1.9	-4.1	0.2	3.8	-6.3	1.7	1.5	5.9	1.5
CCOc1ccc(NC(=S)NC(=O)c2c(Cl)c(C)nn2C)c([N+](=O)[O-])c1	1.8	-8.7	0.7	-0.9	25.4	-10.4	4.8	6.1	x
COc1cccc(NC(=O)C(Sc2nnc(Nc3ccccc3C)s2)c2ccccc2)c1 (stereo not given)	2.1	-33.9	-0.6	3.5	18.5	3.0	2.3	2.6	0.5
CCOc1cc(C)c(C(C)C)cc1S(=O)(=O)NCc1ccccn1	-0.2	-0.5	0.5	-1.6	35.0	0.8	1.4	0.4	-0.4
COc1ccc(-n2c(Cc3cccn3C)nnc2SCC(=O)Nc2cccc(F)c2)cc1	4.6	-9.8	-1.5	3.1	1.0	-5.1	-4.3	7.0	1.9
COCCCNC(=O)CS(=O)(=O)Cc1nc(-c2cccc(OC)c2)oc1C	-1.9	1.7	0.6	-0.2	27.2	-2.8	1.5	2.3	2.1
O=C(Nc1ccc(Cl)cc1)/C(=C/c1ccc([N+](=O)[O-])cc1)c1nc2ccccc2s1	1.3	4.7	0.8	-13.1	18.3	-6.6	28.3	6.7	33.2
CSC(=S)NCc1cccnc1	-1.0	-7.0	0.8	-4.4	-5.7	-1.0	17.2	1.0	-0.5
CCN1CCN(C(=S)Nc2ccsc2C(=O)OC)CC1	1.2	-5.2	0.0	0.8	1.0	-2.2	-1.5	8.7	0.3
COc1ccccc1CNC(=O)c1cn(C)c(=O)c2cc(OC)c(OC)cc12	1.6	-5.0	-0.2	-0.9	-12.9	-3.3	5.5	4.3	0.5

Next part (2 carried over from the part before).
structure	Runt-CBFb FRET	RBBP9 inhibitor	PERK inh	TNF death inh	EP2 mod	Runt-SMMHC FRET	Hck Nef HTS	PGE2 EP2 inh	L929 necroptosis
CCN1CCN(C(=S)Nc2ccsc2C(=O)OC)CC1	1.2	-5.2	0.0	0.8	1.0	-2.2	-1.5	8.7	0.3
COc1ccccc1CNC(=O)c1cn(C)c(=O)c2cc(OC)c(OC)cc12	1.6	-5.0	-0.2	-0.9	-12.9	-3.3	5.5	4.3	0.5
CN1CCN(c2ncnc3sc(-c4ccccc4)cc23)CC1	2.0	-6.5	-0.1	2.3	-100.3&-50.0	1.1	30.3	9.5&6.8	57.1
O=C1N[C@@H](Cc2cnc[nH]2)C(=O)N2CCC[C@@H]12	1.6	-0.6	0.9	0.4	20.9	3.8	-2.5	9.4	2.6
O=C(O)c1ccccc1C(=O)NNc1ccc(F)cc1	3.4	-4.5	0.4	-1.9	4.0	8.1	0.6	5.1	-0.6
O=C(CCCNC(=O)/C(=C/c1ccc(F)cc1)NC(=O)c1ccccc1)OCc1ccccc1	-3.2	-7.9	-0.1	0.9	21.9	1.8	0.6	6.5	0.4
C=C(C)C1CC=C(C)/C(=N/NC(=O)c2cccs2)C1 (stereo not given)	-1.3	0.9	0.4	1.0	-48.4	0.5	-0.8	8.3	2.1
Cc1ccc(C(=O)N2CCOCC2)cc1[N+](=O)[O-]	-1.7	-2.8	1.5	1.0	-7.4	1.2	4.3	3.9	0.9
Cc1nnc(Nc2ccccc2)n(N)c1=O	-0.3	-2.1	0.2	-0.7	16.5	-6.5	4.0	18.9	0.0
COc1ccc(NC(=O)Nc2cccc(NC(C)=O)c2)c(OC)c1	-1.6	-0.7	1.4	-0.9	-32.3	0.4	1.6	6.2	0.4

Compound activity deposited in PubChem BioAssay by several laboratories.
